pAkt inh = blocks phosphorylation of Akt | Neuro2A IGF-stimulated pAkt S473 HTRF, 20 min; hits give low values | activity change, % for hits at 50 µM | 0.32% of 360,000 active; in the data active = activity change below about -80%; inconclusive = mostly about -51% to -80%; note: % is set by controls: 0 for no effect and ±100 for the full control effect
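Neuro2A cells in DMEM with 0.5% FBS, overnight at 37 deg C, given compound at single 50 µM final, then IGF (6 nM final) for 20 min at 37 deg C. Lysed; phospho-Akt Ser473 by HTRF after 24 h, 665/615 ratio.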
Nrf2 block = Nrf2 pathway inhibition; 2.1% of 360,000 active; A549 ARE-Fluc reporter, luciferase luminescence, 18-24 h; Potency, µM (series often up to 46 µM), inactives show at the highest dose activity change, negative = inhibition, actives largely listed as inhibitors; AID 504444; note: potency is the fitted concentration of half-maximal effect; % is set by controls: 0 for no effect and ±100 for the full control effect; nearly all actives have a fitted effect of over 60% in size
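Nrf2 function is reported as luminescence of an ARE-controlled luciferase in A549 cells. Compounds were tested at several concentrations, and a CellTiter-Fluor read on the same wells flagged cytotoxicity.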
MmCpn inh = blocks the Methanococcus maripaludis chaperonin Mm-Cpn | 0.031% of 330,000 active | purified Mm-Cpn ATPase, ADP Transcreener TR-FRET | AID 504842 | Potency, µM (titrated, usually from 76.9 µM), inactives show at the highest dose activity, negative = inhibition, hits mostly inhibitors; note: potency is the fitted concentration of half-maximal effect; % is set by controls: 0 for no effect and ±100 for the full control effect; nearly all actives have a fitted effect of over 80% in size
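25 nM Mm-CPN + cpd, 10 min 37°C; + 10 uM ATP, 30 min 37°C; buffer 30 mM Tris pH 7.4, 100 mM KCl, 5 mM MgCl2, 1 mM DTT; Transcreener ADP HTRF detection 30 min RT.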
CCT chaperon mod = cytosolic chaperonin activity modulation | 0.3% of 360,000 active | activity change, % (test concentration not listed), hits read low | purified chaperonin ATPase assay, HTRF ADP detection, 30 min | AID 651819; in the data active = activity change below about -30%; note: % is set by controls: 0 for no effect and ±100 for the full control effect
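ATPase activity: ADP formed was measured by HTRF Transcreener (665/615 nm ratio) after 30 min at 37 deg C with 10 uM ATP. Compounds screened at one 76 uM concentration against 40 or 20 nM TRiC in Tris pH 7.4/KCl/MgCl2/DTT buffer.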
S2 tox = cell viability loss in ATXN counter-screen | AID 651635 | S2 cells (HEK-293 line with an ATXN2-luciferase reporter) viability, CellTiter-Fluor protease fluorescence, 24 h | Potency, µM (series often up to 56.7 µM), most hits filed as cytotoxic | 0.49% of 400,000 active; note: potency is the fitted concentration of half-maximal effect; nearly all actives have a fitted effect of over 40% in size
TGFb inhibitor = blocks TGF-b signaling; 1.2% of 410,000 active; HepG2 CAGA-GFP TGF-b/SMAD3 reporter, GFP fluorescence, 18 h; TGF-beta stimulated, 500 pg/mL final; Potency, µM (doses to about 46.1 µM), without a hit: top-dose activity, negative = inhibition, most hits filed as inhibitors; AID 588855; note: potency is the fitted concentration of half-maximal effect; % is set by controls: 0 for no effect and ±100 for the full control effect; nearly all actives have a fitted effect of over 65% in size
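Inhibition was scored as loss of TGF-beta-induced (500 pg/mL final, 18 hours, 37 degrees C) GFP in HEPG2 cells carrying a CAGA-GFP reporter, in DMEM with 1% FBS. Well GFP was summed per cell; Activity was normalised to unstimulated and stimulated DMSO wells, then concentration-response fitting.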
Nrf2 ARE act = activates Nrf2 signaling. AID 624171. 0.31% of 410,000 active. Potency, µM (top dose mostly 46.1 µM), for inactives: at the highest dose activation, usual class: activators. AREc32 ARE-luciferase reporter (MCF7-derived line), luminescence, 24 h; note: potency is the fitted concentration of half-maximal effect; % of control where 0% means no effect; nearly all actives have a fitted effect of over 65% in size
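AREc32_Fluc, 1000 cells/well, OPTI-MEM + 5% FBS, o/n 37 deg C 5% CO2; 23 nL cpd by pin tool, 24 hr; Steady-Glo 30 min RT, luminescence.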
HepG2 tox = HepG2 cytotoxicity, counter-screen for TGF-b inhibitors; HepG2 CAGA-GFP viability, ATP luminescence, 18 h; Potency, µM (top dose mostly 46.1 µM), for the others: at the highest dose activity change, negative = cytotoxicity, most hits filed as cytotoxic; 0.76% of 410,000 active; note: potency is the fitted concentration of half-maximal effect; some results filed as inactive show a strong effect at the top dose
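CellTiter-Glo luminescence gave cytotoxicity after 18 hours at 37 degrees C. The cells were HepG2 CAGA-GFP in 1% FBS DMEM, stimulated with 500 pg/mL TGF-beta after compound addition. %Activity was normalised to no-cell wells (complete cell-killing) and DMSO (no toxicity), and curves were fitted and classified.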
A549 tox = kills or reduces viability of A549 cells in Nrf2 counter-screen | 0.16% of 390,000 active | A549 ARE-Fluc cells, CellTiter-Fluor viability, 18-24 h | Potency, µM (series often up to 46 µM), inactives show top-dose activity change, negative = cytotoxicity, most hits filed as inhibitors; note: potency is the fitted concentration of half-maximal effect; % is set by controls: 0 for no effect and ±100 for the full control effect
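Cytotoxicity counterscreen: CellTiter-Fluor fluorescence was measured in A549 ARE_Fluc cells after 18-24 h of compound exposure in a concentration series. The subsequent BugLite luminescent read reports ARE-luciferase activity.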
* hit, by the source's call; i = inactive; ? = inconclusive; . = no result given. Unless noted, calls come from the whole dose curve; as a rule, active = well fitted curve in the direction sought with a large enough effect; inconclusive = small, poorly fitted or top-dose-only effect, or another doubt; inactive = no such curve, though single readings can be large; an effect the other way counts as inactive or inconclusive.

The line under a structure holds: pAkt inh | Nrf2 block | MmCpn inh | CCT chaperon mod | S2 tox | TGFb inhibitor | Nrf2 ARE act | HepG2 tox | A549 tox
COc1ccc(C2C(C(=O)c3ccco3)=C(O)C(=O)N2Cc2cccnc2)cc1OC (centres undefined)
  i | -5% | 0% | -7.9 | i | -8% | -0.1% | -3% | -11%
CN(C)CCNC(=O)c1ccc(-c2cn3c(-c4ccc(Oc5ccccc5)cc4)cnc3cn2)cc1
  i | . | . | -4.8 | i | 11µM* | -2.7% | -91% | .
CCCn1ncc(CN2CCC(n3nccc3NC(=O)CCc3ccccc3)CC2)c1C
  i | 15% | -4% | -2.3 | i | -22% | -0.3% | -4% | -2%
COc1ccccc1-c1noc2ncnc(Nc3cccc(C)c3)c12
  i | 5% | 1% | 1.1 | i | 3% | -0.3% | -3% | -2%
O=C(CN1C(=O)C2CCCCN2c2ccc(C(=O)N3CCCC3)cc21)NCc1ccccc1F (centres undefined)
  . | . | . | . | i | -16% | -0.4% | -16% | -1%
CC(=O)Nc1cccc(NC(=O)c2cccc3cccnc23)c1
  i | -7% | -3% | 0.4 | i | -25% | 10% | -14% | 1%
Cc1cc(NC(=O)Cn2c(=O)oc3ccccc32)no1
  i | -11% | 1% | 0.4 | i | -6% | 1.0% | 13% | 4%
Cc1c(NC(=O)CN2C(=O)NC(C)(c3ccccc3Cl)C2=O)c(=O)n(-c2ccccc2)n1C (centres undefined)
  i | 5% | 2% | 3.9 | i | -3% | -0.3% | 2% | 1%
N#C/C(=C\c1cccc(O)c1)C(=O)N1CCCCC1
  i | -6% | -1% | 2.5 | i | 13% | 5.0% | -15% | 1%
CC1CCCC(C)N1C(=O)COC(=O)c1ccc(S(=O)(=O)N(C)c2ccccc2)cc1 (centres undefined)
  i | -19% | 0% | -2.4 | i | 18% | -0.3% | -12% | 0%
O=C(CCNC(=O)c1ccc(Br)cc1)OCc1ccccc1Cl
  i | 9% | 0% | -2.1 | i | -16% | -0.8% | -7% | -1%
Nn1c(COc2ccccc2)nnc1SC(F)F
  i | 12% | -3% | 1.1 | i | -4% | 0.0% | -1% | -5%
CC1=C(C(=O)N(C)C)CC(CC(=O)NCCN2CCOCC2)C(=O)N1Cc1ccc(F)cc1 (centres undefined)
  i | . | . | 0.4 | i | 7% | -0.3% | -5% | .
COc1c(F)c(F)c(C(=O)Nc2ccc(NC(=O)Cc3ccccc3)cc2)c(F)c1F
  i | 5% | -1% | 1.9 | i | 0% | 0.4% | 27% | -2%
Cc1ccc(S(=O)(=O)N(C)C)cc1NC(=O)COC(=O)c1ccc2c(c1)NC(=O)CS2
  i | 4% | -6% | -0.7 | i | 1% | 0.4% | 20% | 5%
C#Cc1ccc([C@@H]2C=C(C(=O)NCc3ccccc3)O[C@H](OCc3ccc(CO)cc3)C2)cc1
  i | -12% | . | 0.0 | i | -18% | 9.3% | -25% | -1%
COc1ccc(NC(=O)c2cc(OC)c(OC)c(OC)c2)cn1
  i | 6% | 0% | 1.0 | i | 4% | 3.0% | -3% | ?
CCOc1ccccc1C(=O)N[C@H](C(=O)OCc1csc(CC(=O)Nc2ccc(C)cc2)n1)C(C)C
  i | ? | -1% | -0.8 | i | ? | 7.4% | 7% | -9%
CCOc1c(Br)cc(C2NC(=O)CCC2[N+](=O)[O-])cc1OC (centres undefined)
  i | -7% | -1% | -1.8 | i | -4% | -0.7% | -24% | -1%
CC(C)Oc1ccc(/C(O)=C2/C(=O)C(=O)N(CCN3CCNCC3)C2c2cccc([N+](=O)[O-])c2)cc1 (centres undefined)
  i | 20% | 1% | -0.2 | i | -7% | -0.5% | -1% | 2%

Following part:
The line under a structure holds: pAkt inh | Nrf2 block | MmCpn inh | CCT chaperon mod | S2 tox | TGFb inhibitor | Nrf2 ARE act | HepG2 tox | A549 tox
COc1ccc(C(=O)N(CN2CCCC2=O)c2ccccc2OC)cc1OC
  -111%* | 0% | 1% | 1.5 | i | 0% | 0.2% | 7% | 0%
O=C(O)c1ccc(N2C(=O)CC(SC(=Nc3ccccc3)Nc3ccccc3)C2=O)cc1 (centres undefined)
  i | -5% | -2% | -1.4 | i | 6% | -0.1% | -2% | 4%
Cc1ccc(Oc2nc(-c3cccnc3)nc3ccccc23)c([N+](=O)[O-])n1
  i | ? | -4% | 0.1 | i | 9% | 2.6% | 6% | -15%
COc1ccc(C(C#N)N2N=C(C)CC2c2ccccc2)cc1 (centres undefined)
  i | -13% | 1% | -0.2 | i | 22% | -0.3% | 1% | 0%
Cc1[nH]c2ccc(-c3n[nH]c(=S)n3-c3ccccc3)cc2c1C
  i | -9% | -4% | 0.4 | i | -4% | 0.1% | 5% | 0%
C=CCSc1nnc(NC(=O)CN2C(=O)NC3(CCCC3)C2=O)s1
  i | -3% | 2% | -2.9 | i | 10% | 0.1% | 1% | -1%
Cc1cc(NC(=O)CCSc2nc(-c3ccco3)cc(C(F)(F)F)n2)no1
  i | -2% | 0% | 1.0 | i | ? | -0.4% | -29% | -8%
CCN(CC)c1ccc(NC(=O)COC(=O)CSc2ccc(Br)cc2C)cc1
  i | ? | -4% | -6.0 | i | -27% | 2.8% | -10% | 1%
Cn1nc(C(=O)N2CCN(S(=O)(=O)c3ccccc3)CC2)c2ccccc2c1=O
  i | 2% | 0% | 0.3 | i | -13% | -0.5% | -18% | -1%
Cc1nc(N2CCN(Cc3ccccc3)CC2)[nH]c(=O)c1C
  i | -24% | 0% | -1.0 | i | 9% | 0.0% | 1% | -6%
Cc1cc(COc2ccccc2O)on1
  i | 4% | 1% | -1.0 | ? | -1% | 0.3% | 5% | -3%
CN(C)c1ncc(C(=O)NCc2ccccc2Cl)cn1
  . | . | . | . | i | -1% | 0.2% | -2% | 1%
Cc1cccc(NC(=O)CN2C(=O)c3cccnc3Oc3ccc(Cl)cc32)c1C
  . | ? | . | . | . | -23% | 4.9% | -4% | 0%
O=C(CN1CCN(S(=O)(=O)c2ccc(Br)cc2)CC1)N/N=C/c1cc([N+](=O)[O-])ccc1Cl
  i | 0% | -1% | 1.4 | i | -10% | 13µM* | -6% | 1%
CC(C)(C)c1ccc(-n2ncc3c2CCCC3NC(=O)CN2CCOC2=O)cc1 (centres undefined)
  i | ? | 1% | -3.2 | i | -8% | -0.2% | -6% | -7%
O=C(NCc1cccc(Cl)c1)c1ccc2c(Cl)c3c(nc2c1)CCCC3
  . | -10% | . | . | ? | -9% | -1.0% | -2% | -9%
COc1ccc(C(=O)NC2CCN(C(=S)Nc3cc(C)ccc3C)CC2)cc1
  i | -9% | 0% | -2.3 | i | 9% | -1.6% | 3% | -13%
COc1ccc(NC(=O)c2ccco2)cc1NC(=O)COc1ccc(Cl)c(C)c1
  . | -19% | . | . | ? | -25% | -0.4% | -32% | -7%
COc1ccc(NC(=S)N2CCN(Cc3cccc(F)c3)CC2)c(OC)c1
  i | -21% | -8% | -4.3 | i | -3% | 2.3% | 20% | 1%
Nc1nc(Nc2cccc(Cl)c2)n[nH]1
  i | ? | 0% | 0.0 | i | 7% | 0.4% | -15% | 16%

Next structures follow:
The line under a structure holds: pAkt inh | Nrf2 block | MmCpn inh | CCT chaperon mod | S2 tox | TGFb inhibitor | Nrf2 ARE act | HepG2 tox | A549 tox
Brc1ccc(C2=Nn3cnnc3SC2)cc1
  i | ? | -1% | -1.5 | ? | -1% | -0.8% | -44% | 0%
COC(=O)c1sccc1NC(=O)CSc1ccccc1NS(=O)(=O)c1cc(Cl)ccc1Cl
  i | ? | -9% | -0.6 | i | ? | 6.8% | -34% | -17%
CCNC(=S)N1CCC(C(=O)c2ccc(Cl)cc2)CC1
  i | ? | 2% | -3.3 | i | 2% | -0.4% | 4% | -1%
Cc1cc(NS(=O)(=O)c2ccc(NC(=O)/C=C/c3c(F)cccc3Cl)cc2)no1
  i | ? | 1% | -1.9 | i | -27% | ? | 3% | 3%
O=C1CN(C(=O)COC(=O)CNS(=O)(=O)c2ccccc2)c2ccccc2N1
  i | 25% | 1% | -4.0 | i | 0% | 3.7% | -34% | 0%
COc1ccc(CCNC(=O)C23CCC(C)(C(=O)O2)C3(C)C)cc1OC (centres undefined)
  i | -12% | -1% | -0.4 | i | -4% | 0.0% | 28% | -1%
CCN(CC)S(=O)(=O)c1cccc(-c2nnc(SCC#N)n2Cc2ccccc2)c1
  i | ? | 3% | -0.9 | i | -18% | 0.2% | -1% | -1%
CC(C(=O)NCC1CCCO1)N1C(=O)C2C3CC(C(Br)C3Br)C2C1=O (centres undefined)
  i | -3% | 0% | -1.7 | i | 7% | -0.1% | 6% | -1%
CCN1C[C@@H]2[C@@H]3C(=O)N(Cc4ccccc4)C(=O)[C@@H]3[C@](CC)(C1=O)N2C(=O)c1ccc(C(C)(C)C)cc1
  i | -28% | . | -0.1 | i | 0% | -0.4% | -10% | -5%
S=C(c1ccc(N2CCCC2)c(Br)c1)N1CCCCC1
  i | ? | -13% | -6.5 | i | -26% | -0.6% | -35% | -1%

Just HepG2 tox and Nrf2 ARE act, for some of the entries so far:
mol	HepG2 tox	Nrf2 ARE act
Brc1ccc(C2=Nn3cnnc3SC2)cc1	-44%	-0.8%
COC(=O)c1sccc1NC(=O)CSc1ccccc1NS(=O)(=O)c1cc(Cl)ccc1Cl	-34%	6.8%
CCNC(=S)N1CCC(C(=O)c2ccc(Cl)cc2)CC1	4%	-0.4%
Cc1cc(NS(=O)(=O)c2ccc(NC(=O)/C=C/c3c(F)cccc3Cl)cc2)no1	3%	?

From PubChem BioAssay
